IMPase inh – membrane-permeable compound that blocks inositol monophosphatase | P97697 | CHO-M1 cells, IP1 accumulation, HTRF TR-FRET ratio | inhibition (IP1 accumulation), % at 46.1 µM | 120,000 tested, under 10 active; active = well fitted curve in the direction sought with a large enough effect in the signal ratio, not every such curve was filed as active; inconclusive = small, poorly fitted or top-dose-only effect, or a change in a side signal; inactive = no such curve, though single readings can be large or run the other way; the % refers to the signal ratio;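 also: cells stimulated with carbachol in lithium chloride buffer; plate controls were DMSO basal wells for no effect and reference inhibitor wells for full effect; higher means more IMPase inhibition seen as more IP1 and lower FRET ratio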
Target sequence (P97697 whole entry, looked up): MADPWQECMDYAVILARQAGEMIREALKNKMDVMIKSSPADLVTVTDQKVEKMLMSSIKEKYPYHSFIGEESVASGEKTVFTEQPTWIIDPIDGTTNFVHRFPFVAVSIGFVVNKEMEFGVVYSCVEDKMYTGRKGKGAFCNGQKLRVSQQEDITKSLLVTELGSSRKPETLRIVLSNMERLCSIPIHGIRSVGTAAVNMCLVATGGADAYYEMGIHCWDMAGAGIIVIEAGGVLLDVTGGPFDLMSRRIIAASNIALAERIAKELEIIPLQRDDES
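Measured: the HTRF emission ratio (665/620 nm) plus the 620 nm donor channel, each fitted to the Hill equation to give AC50. Cells were CHO-M1 given compounds up to 46 uM and a 30 min carbachol stimulation at 37C.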
ALOX12 inhib – 12-hLO (ALOX12) enzyme inhibition | purified 12-hLO, xylenol orange hydroperoxide absorbance | Potency, µM (titrated, usually from 57.1 µM), without a hit: at the highest dose activity change, negative = inhibition, actives largely listed as inhibitors | hit rate 0.12% among 150,000; also: potency is read from the fitted curve at half-maximal effect; nearly all actives have a fitted effect of over 55% in size; many of its hits are not listed in these tables
Target sequence (P18054 whole entry, looked up): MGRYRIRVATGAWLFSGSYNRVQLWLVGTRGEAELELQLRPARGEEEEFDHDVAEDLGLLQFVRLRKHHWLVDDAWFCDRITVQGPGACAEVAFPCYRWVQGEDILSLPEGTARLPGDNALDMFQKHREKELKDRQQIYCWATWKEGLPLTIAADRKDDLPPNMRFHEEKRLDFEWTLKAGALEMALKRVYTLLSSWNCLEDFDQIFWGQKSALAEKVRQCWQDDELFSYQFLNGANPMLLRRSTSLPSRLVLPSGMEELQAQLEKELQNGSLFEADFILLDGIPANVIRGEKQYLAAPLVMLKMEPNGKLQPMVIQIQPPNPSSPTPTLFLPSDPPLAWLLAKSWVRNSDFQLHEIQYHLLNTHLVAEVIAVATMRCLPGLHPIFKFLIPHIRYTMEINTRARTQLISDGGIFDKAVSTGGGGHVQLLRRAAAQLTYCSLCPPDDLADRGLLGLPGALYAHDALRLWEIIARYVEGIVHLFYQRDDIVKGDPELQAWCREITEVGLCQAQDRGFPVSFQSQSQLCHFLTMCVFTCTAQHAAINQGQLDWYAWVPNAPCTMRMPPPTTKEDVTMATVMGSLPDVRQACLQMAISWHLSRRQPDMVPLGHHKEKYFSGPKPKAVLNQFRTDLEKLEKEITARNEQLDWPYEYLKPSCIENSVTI
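150 nM 12hLO, 25 mM Hepes pH 7.0 + 0.01% Triton X-100; cpd preinc 15 min RT; 40 uM arachidonic acid, 30 min RT; Fe-XO 30 min; A573/A405 ratio as read-out.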
ALOX15B inhib – 15-hLO-2 (ALOX15B) enzyme inhibition; hit rate 0.56% among 110,000; Potency, µM (highest dose often 57.1 µM), without a hit: at the top dose activity change, negative = inhibition, actives largely listed as inhibitors; O15296; AID 881; purified 15hLO-2, xylenol orange hydroperoxide absorbance; also: potency is read from the fitted curve at half-maximal effect; nearly all actives have a fitted effect of over 60% in size; many of its hits are not listed in these tables
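Purified human 15hLO-2 (50 nM final) preincubated with compounds 15 min at room temperature in 25 mM Hepes pH 7.5, 0.01% Triton X-100, then 45 uM arachidonic acid added for 90 min; hydroperoxide detected via ferrous/xylenol orange, 573/405 nm absorbance ratio.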
PNC inhibitor – blocks assembly of the perinucleolar compartment. PC3M PTB-GFP, PNC prevalence imaging, 16 h; active compounds read low. activity change (PNC), negative = inhibition, % at 10 µM. hit rate 3.1% among 140,000;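 active = readout at or below -70, meaning at least 70% loss of cells showing the perinucleolar compartment, a nuclear body marking cancer cells; inconclusive = readout between -30 and a set limit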;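 also: plate controls were DMSO wells for no effect and camptothecin positive control wells for full effect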
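PC3M cells stably expressing PTB-GFP, 750–1000 cells/well, treated 16 h at 37 °C with compound (23 nl of library stock), in duplicate. After paraformaldehyde fixation and Hoechst stain, imaged at 20x; PNC prevalence scored by image analysis.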
The depositor's hits bear a star; ? = inconclusive; nt = no result given; & = joins results of further samples; [ ] = remark or other dose. Unless noted, calls follow the shape of the dose curve; as a rule, active = well fitted curve in the direction sought with a large enough effect; inconclusive = small, poorly fitted or top-dose-only effect, or another doubt; inactive = no such curve, though single readings can be large; an effect the other way counts as inactive or inconclusive. Unless noted, % is scaled to controls: 0 for no effect and ±100 for the full control effect. An excerpt; count on the stated rates, not on these rows.

SMILES	IMPase inh	ALOX12 inhib	ALOX15B inhib	PNC inhibitor
COc1ccc(N/C=C\C(=O)c2ccc3c(c2)OCO3)cc1OC	nt	-2%	nt	41
COc1ccc(/C=N/N=C2/NC(=O)C(CC(=O)O)S2)cc1OCc1ccc(Cl)cc1Cl (stereo not drawn)	2	-2%	nt	-25
Cc1c(NC(=O)COC(=O)c2cc(-c3cccc4ccccc34)nc3ccccc23)c(=O)n(-c2ccccc2)n1C	12	3%	nt	-26
Cc1ccc(CCNC(=O)CS(=O)Cc2nc(-c3cccc(C)c3)oc2C)cc1 (stereo not drawn)	1	1%	-2%	-6
Cc1ccc2[nH]c(=O)c(CN(Cc3nnnn3C3CCCC3)C3CCCCC3)cc2c1	1	-4%	-8%	-100*
NC(=O)CSc1nc2sc3c(c2c2ncnn12)CCCC3	16	1%	6%	-18
O=[N+]([O-])c1ccc(N2CCNCC2)cc1NCc1cccnc1	nt	-2%	nt	59
CC1CCN(S(=O)(=O)c2ccc(NC(=O)CN3CCN(C)CC3)cc2)CC1	0[1.84 µM]	-2%	4%[11.4 µM]	-16
COc1ccc(Nc2ncc3c(n2)CC(c2ccccc2)CC3=O)cc1 (stereo not drawn)	6	-8%	6%	?
CCN(CC)c1ccc(NC(=O)COc2ccccc2C)cc1S(=O)(=O)Nc1ccccc1OC	-8	0%	nt	-13

Laid out differently: 4 of the compounds above
canonical_smiles: COc1ccc(N/C=C\C(=O)c2ccc3c(c2)OCO3)cc1OC
  IMPase inh: nt
  ALOX12 inhib: -2%
  ALOX15B inhib: nt
  PNC inhibitor: 41

canonical_smiles: COc1ccc(/C=N/N=C2/NC(=O)C(CC(=O)O)S2)cc1OCc1ccc(Cl)cc1Cl (stereo not drawn)
  IMPase inh: 2
  ALOX12 inhib: -2%
  ALOX15B inhib: nt
  PNC inhibitor: -25

canonical_smiles: Cc1c(NC(=O)COC(=O)c2cc(-c3cccc4ccccc34)nc3ccccc23)c(=O)n(-c2ccccc2)n1C
  IMPase inh: 12
  ALOX12 inhib: 3%
  ALOX15B inhib: nt
  PNC inhibitor: -26

canonical_smiles: Cc1ccc(CCNC(=O)CS(=O)Cc2nc(-c3cccc(C)c3)oc2C)cc1 (stereo not drawn)
  IMPase inh: 1
  ALOX12 inhib: 1%
  ALOX15B inhib: -2%
  PNC inhibitor: -6

Next part:
SMILES	IMPase inh	ALOX12 inhib	ALOX15B inhib	PNC inhibitor
COC(=O)c1nc2nc(-c3cccs3)cc(C(F)(F)F)n2n1	nt	-4%	nt	?
Cc1ccc(N2C(=O)C3CC(c4ccccc4)=C4C5C=CC(C6C(=O)N(c7ccc(C)cc7C)C(=O)C56)C4C3C2=O)c(C)c1 (stereo not drawn)	3	4%	-13%	-30
COc1ccc(Cl)cc1NC(=O)CSc1nnc(COc2ccccc2)n1N	-8	-1%	4%	25
COc1cc(-c2nn3c(C4CCCCC4)nnc3s2)cc(OC)c1OC	4	-1%	1%	-26
CC(C)CCn1nnnc1C(c1ccc(N(C)C)cc1)N1CCN(C(=O)c2ccco2)CC1 (stereo not drawn)	-8	-8%	-12%	-7
c1ccc(-c2csc(N3CCN(c4ccccn4)CC3)n2)cc1	6	-7%	20%	4
CC(C)(C)C1CCC(OC(=O)CN2CCOCC2)CC1 (stereo not drawn)	-8	3%	2%	21
CCCc1nc(S(=O)(=O)Cc2ccc(Cl)cc2Cl)n[nH]1	10	-3%	-3%	-116*
CC(C)On1c(SC(C)C)nc2ccccc2c1=O	2	1%	4%	17
CC1(C)CC(=O)C(C(c2cccnc2)C2C(=O)CC(C)(C)CC2=O)C(=O)C1	-3	4%	3%	?
Cn1sc(NC(=O)c2ccc(Cl)cc2)nc1=O	-7	5%	6%	-8
CCOc1cccc(-c2nnc3sc(-c4cccs4)nn23)c1	-3	4%	-1%	-127*
Cc1ccc(-n2c(C)nnc2SCC(=O)N2CCc3ccccc3C2)cc1C	10	-4%	6%	76
COc1cc(SC)ccc1C(=O)N1CCCCCC1	3	9%	nt	-17
Cc1ccc(SCCNC(=O)c2ccc(C)c([N+](=O)[O-])c2)cc1	-6	0%	7%	30
COc1ccc(-c2nnc(SCc3nnc(-c4ccccc4)o3)n2-c2ccccc2)cc1	-7	2%	?	?
CCOC(=O)c1c(NC(=O)Cn2cnc3sc(C)c(-c4ccccc4)c3c2=O)sc(C)c1C	nt	-7%	nt	7
CCOC(=O)c1[nH]c2ccccc2c1NC(=S)Nc1ccccc1C	nt	-14%	nt	9
N=c1ccn(Cc2ccc(Cl)cc2)cc1	10	2%	15%	?
CC(OC(=O)c1ccc(NS(=O)(=O)c2cccs2)cc1)C(=O)N(C)C1CCCCC1 (stereo not drawn)	0	-2%	nt	-27
Brc1ccc(-c2nnc3sc(CNC4CCCC4)cn23)cc1	nt	0%	nt	?
CCc1cccc(C)c1NC(=S)N1CCCC1C(=O)O (stereo not drawn)	7	0%	nt	6
CCOC(=O)CCC(=O)OCC(=O)NC(C)C1CC2CCC1C2 (stereo not drawn)	2	-1%	10%	12
O=C(CCN1CCN(Cc2ccccc2)CC1)Nc1ccc(OCc2ccccc2)cc1	1	-10%	53%[activator]	-4
CN1CCN(C(=O)CCCOc2ccc(Cl)cc2Cl)CC1	10	-5%	29%	-13
CC1(C)CC(=O)C=C(NCCO)C1	9	-1%	-5%	2
CCN(CC)C(=O)c1ccc2nc(-c3ccccc3)c(-c3ccccc3)nc2c1	0	-2%	nt	?
COc1ccc(C(=O)CCN(C)C)c2ccccc12	nt	-5%[11.4 µM]	-29%[11.4 µM]	nt
COc1ccc(Nc2nc(Cl)nc(NCc3ccco3)n2)cc1	-1	0%	-12%	-2
O=C(NCCc1ccccc1)C(=O)N/N=C/c1ccccc1C(F)(F)F	1	-2%	-10%	-21
O=C(N/N=C/c1cccnc1)c1ccccc1[N+](=O)[O-]	-3	1%	nt	-28
c1ccc2c(CNCCN3CCOCC3)cccc2c1	10	4%	8%	1
O=C(NCc1ccco1)c1nc2ncccn2n1	-20	-1%	1%	?
COc1ccc(C(=O)Nc2nc3ccccc3c(=O)[nH]2)cc1	-3	0%	-3%	39
O=C(NC(=S)Nc1cccc2cccnc12)c1ccccc1	-5	-14%	?	6
CCOC(=O)CN1C(=O)S/C(=C/c2cc(C)n(-c3ccccn3)c2C)C1=O	-1	-18%	-27%	-22
Cc1nnc(C)n1/N=C/c1cccc(Oc2ccccc2)c1	-16	2%	nt	96
O=C(NCc1ccco1)c1ccc(Oc2ccccc2)cc1	0	3%	1%	?
Cc1ccccc1NS(=O)(=O)c1cc(C(=O)N2CCCC2)ccc1C	-2	-6%	-4%	?
COc1ccc(C(=O)CN2C(=O)NC3(CCCc4ccccc43)C2=O)cc1OC (stereo not drawn)	-6	3%	nt	25
Cc1ccc(NC(=O)COc2ccc(S(=O)(=O)N3CCOCC3)cc2)cc1	4	-3%	-12%	2
Cc1noc(C)c1C(=O)OCC(=O)NCCc1ccc(Cl)cc1	14	-10%	1%	36
Cc1cc2c(ncn2C(C)C)c(N)c1C	-3[1.84 µM]	4%	2%[11.4 µM]	-13
Cc1ccc(S(=O)(=O)N2CCCC2c2nc3ccccc3s2)cc1 (stereo not drawn)	7	-8%	-5%	11
CC(=O)NS(=O)(=O)c1ccc(N=NN2CCCCC2)cc1	nt	-1%	nt	52
CCN(CC)CCNC(=O)c1cn(CC)c2ccc(S(=O)(=O)N(C)C)cc2c1=O	3	6%	-4%	-5
CCCC(CCC)=NNC(=O)CN(Cc1ccccc1)S(=O)(=O)c1ccccc1	nt	-7%	nt	0
CC1Cc2ccccc2N1C(=O)CSc1nnnn1C (stereo not drawn)	-6	3%	1%	47
O=C(Nc1c2ccccc2nc2ccccc12)C(Cl)(Cl)Cl	-2	-6%	-16%	8
Cn1c(=O)cc(SCC(=O)NCc2cccnc2)c2ccccc21	-14	-4%	nt	?
Next part
SMILES	IMPase inh	ALOX12 inhib	ALOX15B inhib	PNC inhibitor
COc1cccc(CNC(=O)c2cc3ccccn3n2)c1	4	-4%	5%	22
O=S1(=O)c2ccccc2N=NN1Cc1cc(Cl)cc(Cl)c1	2	-24%	?	18
CC(C)(C)OC(=O)COc1cc(O)c2c(=O)cc(-c3ccccc3)oc2c1	-10	6%	nt	4
S=C1NC2(CCCCC2)N=C1c1ccccc1	nt	-12%	nt	50
C/C(=N\NC(=S)NCCc1ccccc1)c1ccc(C#N)cc1	3	-1%	?	-15
O=C(c1nsc(Cl)c1Cl)N1CCCCC1	-6	-7%	4%	33
COc1ccc(-c2ccc(OC)cc2)cc1	-15	12%	nt	?
Cc1nc(Sc2ccccc2)c(C#N)cc1-c1ccccc1	-5	-5%	1%	19
CC(C)Oc1ccc(C(=O)Nc2ccc(N3CCCC3)cc2)cc1	18	-1%	3%	?
CC(Oc1ccc(NC(=O)c2ccco2)cc1)C(=O)N1c2ccccc2CC1C (stereo not drawn)	9	-8%	-4%	?
Cc1cccc(C)c1Nc1nc2ccccc2o1	-2	-4%	11%	?
O=C(COc1ccc(S(=O)(=O)NCCc2ccccc2)cc1)N1CCCC1	2	3%	1%	?
NS(=O)(=O)c1ccc(N=Cc2ccc(Br)s2)cc1	nt	1%	nt	?
CC(C)CNC(=O)CC(=O)N/N=C/c1ccc(F)cc1	nt	-8%	nt	42
COc1cc(SC)ccc1C(=O)NCCCOC(C)C	?	-1%	4%	-2
CCCn1c(C)nc2c(N3CCCN(Cc4ccccc4)CC3)nc(C)nc21	nt	-1%	23%	nt
Cc1c(N2C(=O)C(=O)/C(=C(/O)c3ccc(Cl)cc3)C2c2ccccc2)c(=O)n(-c2ccccc2)n1C (stereo not drawn)	nt	-3%	nt	3
CC(C)(C)NC(=O)CN(Cc1cccs1)C(=O)CNS(=O)(=O)c1ccccc1	6	8%	2%	26
COCC(=O)N1CCC2(CCCN(C(=O)Nc3ccccc3)C2)CC1	nt	4%	-2%	nt
CC(Nc1c([N+](=O)[O-])c(=O)oc2ccccc12)C(Cl)c1ccccc1 (stereo not drawn)	7	1%	0%	97
COc1cc2nc(CN(C)CC(=O)Nc3ccc(N4CCOCC4)cc3)[nH]c(=O)c2cc1OC	17	-9%	32%[activator]	-24
COc1cccc(CNC(=O)Cn2cc3c(n2)CCCCC3)c1	2	-2%	6%	?
COc1ccc(-c2cn3ccccc3n2)cc1OC	-2	-2%	11%	24
CC(O)/C=C/c1cccc[n+]1C (stereo not drawn)	?	-5%	?	?
CCc1cccc2sc(NC(=O)c3ccc(N4C(=O)CCC4=O)cc3)nc12	nt	2%	nt	36
COC(=O)c1ccc(Oc2c(Cl)cccc2[N+](=O)[O-])cc1	nt	-3%	nt	?
C=CCn1c(SCC(=O)Nc2ccc(-c3nc4ccc(C)cc4s3)cc2)nnc1-c1ccccc1	-9	-2%	nt	30
O=P(COCCO)(c1ccccc1)c1ccccc1	-1	-2%	-1%	20
C[C@@]1(C(=O)O)NCCc2cc(O)c(O)cc21	4	93%[activator]	-2%	nt
C=CCNC(=O)CN1CCC(O)(c2ccc(F)cc2)CC1	8	1%	7%	19
COc1ccc(C(=O)Nc2ccc(S(=O)(=O)N3CCCCC3)cc2)cc1OC	-4	-2%	-1%	-20
O=C(CN1CCCCCC1)Nc1cccc2c1OCO2	-7	2%	0%	?
Cc1ccc(C)n1C1CCS(=O)(=O)C1 (stereo not drawn)	-18	2%	3%	5
C[C@@H](C(=O)Nc1ccc2ccccc2c1)[C@H]1C[C@]1(C)[C@H](NS(=O)(=O)c1ccc2ccccc2c1)c1ccccc1	nt	1%	-12%	nt
C[C@@](N)(Cc1ccc(O)cc1)C(=O)O	6&5	4%&-2%&-3%	-3%&-9%&-3%	nt
CCOc1ccccc1NC(=O)Cn1cnc2c(cnn2-c2ccc(C)c(C)c2)c1=O	?	-1%	-19%	17

Compound activity as filed in PubChem.
